From PubChem
EPAC2 ag – activates human EPAC2 exchange factor; actives 0.079% (n = 360,000); Potency, µM (doses to about 154 µM), without a hit: top-dose activation, hits mostly activators; EPAC2 activation, biochemical qHTS; response scale: 100% = 6.5 mM cAMP response; Q8WZA2; note: potency is the fitted concentration of half-maximal effect; nearly all actives have a fitted effect of over 50% in size
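Setup: EPAC2 100 nM, labeled Rap1B complex 250 nM, free GDP 50 uM. Compound titrations pinned in, brief spin, 5 min room temperature incubation. Kinetic fluorescence read over 30 min, normalized to 6.5 mM cAMP.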
aSyn rescue – alpha-synuclein toxicity inhibition in yeast | actives 0.14% (n = 370,000) | Yeast expressing alpha-synuclein, growth rescue, BacTiter-Glo, 24 h | Potency, µM (highest dose often 46.1 µM), inactives show at the top dose growth rescue (activation), usual class: activators | AID 652106; note: potency is the fitted concentration of half-maximal effect; % of control where 0% means no effect; nearly all actives have a fitted effect of over 65% in size
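Galactose-induced alpha-syn yeast (OD600=0.02, raffinose-pregrown) + pinned cpd, 24 hr, 30 deg C; growth by BacTiter-Glo luminescence. Growth restoration scores as activation.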
Abeta rescue – restores growth of yeast expressing A-beta42 peptide; yeast expressing A-beta42, growth rescue, OD600, 48 h; response scale: 0% DMSO, 100% iron-clioquinol control; Potency, µM (titrated, usually from 46.1 µM), without a hit: at the top dose growth rescue, actives largely listed as activators; actives 0.063% (n = 410,000); AID 1347071; note: potency is the fitted concentration of half-maximal effect; nearly all actives have a fitted effect of over 55% in size
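Growth rescue measured by 600 nm absorbance after 48 h yeast culture at 30 C with compound. Values normalized between DMSO and an equimolar ferric chloride plus clioquinol control.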
TDP43 rescue – TDP-43 toxicity inhibition in yeast; Potency, µM (titrated, usually from 46.1 µM), for the others: at the top dose growth rescue (activation), most hits filed as activators; AID 652104; actives 1.8% (n = 410,000); TDP-43 expressing yeast growth rescue, BacTiter-Glo, 24 h; note: potency is the fitted concentration of half-maximal effect; % of control where 0% means no effect; nearly all actives have a fitted effect of over 50% in size
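In this qHTS, compounds that restore growth of yeast expressing TDP-43 appear as activators. Cells (OD600=0.02, galactose medium, raffinose-pregrown) are incubated with compound 24 hr at 30 deg C and growth is quantified by BacTiter-Glo.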
EPAC2 antagonist – EPAC2 (human) antagonism; actives 0.18% (n = 360,000); EPAC2 GEF exchange of Rap1B-BODIPY-GDP, fluorescence; Potency, µM (doses to about 114 µM), inactives show top-dose activity, negative = inhibition, hits mostly inhibitors; AID 720708; note: potency is the fitted concentration of half-maximal effect; % is set by controls: 0 for no effect and ±100 for the full control effect; nearly all actives have a fitted effect of over 45% in size; many of its hits are not listed in these tables
D3 antag – blocks the human D3 dopamine receptor. D3R cells, DiscoveRx beta-arrestin luminescence, antagonist mode; active compounds read low. max response, negative = inhibition, %. P35462. actives 2.5% (n = 360,000); in the data active = max response below about -50%; inconclusive = no clear call, values can overlap the other calls; note: % is set by controls: 0 for no effect and ±100 for the full control effect; mostly tested at two doses, the higher about 12 µM
Target sequence (P35462 whole entry, looked up): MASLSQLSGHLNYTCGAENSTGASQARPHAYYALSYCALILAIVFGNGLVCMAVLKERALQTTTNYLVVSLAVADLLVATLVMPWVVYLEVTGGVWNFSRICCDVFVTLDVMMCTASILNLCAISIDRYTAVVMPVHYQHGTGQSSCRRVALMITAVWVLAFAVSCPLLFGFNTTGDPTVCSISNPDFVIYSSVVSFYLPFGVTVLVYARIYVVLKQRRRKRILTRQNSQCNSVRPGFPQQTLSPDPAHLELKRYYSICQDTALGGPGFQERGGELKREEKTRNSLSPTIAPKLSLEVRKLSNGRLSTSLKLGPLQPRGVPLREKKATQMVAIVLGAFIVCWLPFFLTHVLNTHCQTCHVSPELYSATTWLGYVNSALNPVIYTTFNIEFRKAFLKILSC
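Cells expressing the human receptor were seeded at 1500 cells/well, incubated overnight at 37 degrees C in 5% CO2, then exposed to library compounds with dopamine controls for 90 minutes at 37 degrees C before luminescent detection.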
FUS yeast rescue – suppressors of FUS proteinopathy in yeast; Potency, µM (highest dose often 76.6 µM), for inactives: at the top dose growth rescue (activation), most hits filed as activators; actives 0.24% (n = 390,000); S. cerevisiae FUS-expressing, growth rescue, OD600, 24 h;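 note: potency is the fitted concentration of half-maximal effect; plate controls were DMSO vehicle for no effect and reference control for full effect; nearly all actives have a fitted effect of over 55% in size; some results filed as inactive show a strong effect at the top dose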
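Yeast FUS proteinopathy model; galactose-induced FUS (2%), starting OD 0.005. Cpds in dilution series, 24hr, 30C, 99% humidity. Abs 600 nm growth. Pos ctrl CP55940 (top 92uM final); neg ctrl DMSO.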
DRD3 agonist – D3 dopamine receptor (human) agonism | P35462 | D3R DiscoveRx beta-arrestin cells, luminescence, 90 min | max activation, % | actives 0.58% (n = 410,000); in the data active = max activation above about 30%; note: 0% is about no effect; mostly tested at two doses, the higher about 12 µM
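Cells at 1500/well, incubated overnight, then treated with pinned compounds (dopamine as control) for 90 min at 37 degrees C. DiscoveRx reagent added for 30 - 60 minutes at room temperature; luminescence read.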
The depositor's hits bear a star; ? = inconclusive; . = not tested or not shown; & = joins results of further samples; [ ] = another dose, or the depositor's remark. Unless noted, calls come from the whole dose curve; as a rule, active = well fitted curve in the direction sought with a large enough effect; inconclusive = small, poorly fitted or top-dose-only effect, or another doubt; inactive = no such curve, though single readings can be large; an effect the other way counts as inactive or inconclusive. A portion of the library, so the mix of outcomes need not match the whole.

SMILES	EPAC2 ag	aSyn rescue	Abeta rescue	TDP43 rescue	EPAC2 antagonist	D3 antag	FUS yeast rescue	DRD3 agonist
CCOC(=O)C(=CNc1cc(C)ccc1-n1cccc1)C(=O)OCC	15%	0%	2%	13%	-28%	50	22%	27
O=C(CCNC(=O)c1ccccc1)Nc1ccc(F)c(Cl)c1	-1%	-2%	-9%	4%	17%	-8	-38%	1
C/C(=N/NC(=O)c1cc(C)[nH]n1)c1ccco1	-1%	-8%	-10%	-17%	3%	-18	7%	-11
CC1(O)c2ccccc2C(=O)N1Cc1ccccc1 (stereo unspecified)	6%	0%	9%	18%	-6%	-25	?	-2
CC1CCN(c2c([N+](=O)[O-])c(=O)n(-c3ccccc3)c3ccccc23)CC1	7%	-8%	6%	-9%	-4%	-1	-8%	-2
Cc1ccc(C)c(-c2nnc(NC(=O)c3ccco3)o2)c1	6%	?	?	?	-5%	-4	4%	-7
COc1ccc(-c2nc3scc(CCNC(=O)c4cc(OC)cc(OC)c4)n3n2)cc1	.	.	13%	?	.	.	41%	-10
COc1ccc(C(C(=O)NCc2ccccc2)N(Cc2ccc3c(c2)OCO3)C(=O)c2cnccn2)cc1 (stereo unspecified)	11%	21%	0%	-13%	-6%	-10	32%	10
CCN(Cc1ccccc1)C(=O)C1CCC(CNS(=O)(=O)c2ccc3c(c2)CCCC(=O)N3)CC1 (stereo unspecified)	.	.	-7%	4%	.	.	?	6
COc1c(S(=O)(=O)Nc2cccnc2)ccc(Cl)c1Cl	5%	0%	8%	9%[9.22 µM]	-19%	-10	-8%	3
COc1ccccc1CN(Cc1nc2ccccc2c(=O)[nH]1)C(=O)Nc1ccccc1	-2%	15%	-7%	2%	1%	11	32%	-5
COc1cc(NC(=O)Cn2c(-c3ccccc3)cc(C(C)=O)c2C)cc(OC)c1	.	.	-1%	4%	.	.	21%	2
COc1ccc(-c2oc(=O)c3cc(OC)c(OC)cc3c2/C=C/c2ccc(F)cc2)cc1	10%	-1%	-7%	-4%	-3%	53	23%	8
O=[N+]([O-])c1ccc(CN2CCOCCOCCN(Cc3ccc([N+](=O)[O-])cc3)CCOCC2)cc1	6%	-5%	-10%	-21%	-4%	-13	7%	-22
O=C(NCc1cccnc1)NC1(c2ccccc2)CC1	11%	1%	5%	10%	-1%	40	-19%	3
O=C(C1=C(O)C(=O)N(CCN2CCOCC2)C1c1ccc(Br)cc1)c1cc2ccccc2o1 (stereo unspecified)	-6%	1%	2%	0%	-11%	-2	?	-4
CCC(C)(C)NC(=O)C(c1ccco1)N(C(=O)c1csnn1)c1cccc(F)c1 (stereo unspecified)	3%	0%	11%	-16%	-5%	-11	31%	21
COc1cc2nc(SCC(=O)Nc3ccccc3F)n3nc(-c4ccccc4)nc3c2cc1OC	.	.	-6%	11%	.	.	-20%	-4
Cc1cc(C)cc(NC(=O)N2CCC(c3nc4ccccc4o3)CC2)c1	8%	1%	13%	-5%	-5%	11	20%	-6
CCCc1ccc(-c2c(C)sc(NC(=O)c3ccnn3C)c2C#N)cc1	-3%	-1%	-7%	2%	0%	9	8%	57*
CC1CCCN(C(=O)c2cc3ccc4cccnc4c3[nH]2)C1 (stereo unspecified)	.	.	-25%	4%	.	.	-3%	-21
COc1cc(/C=N/OCC(=O)Nc2cc(C)on2)ccc1OCc1ccccc1	-1%	-9%	15%	5%	-8%	-2	12%	-8
COc1cc(/C=C(\C#N)c2nc3ccccc3[nH]2)ccc1OC(=O)c1ccco1	0%	-6%	-20%	-26%	15%	?	40%	-9
O=C(Oc1ccc(-c2nnco2)cc1)C1CCN(C(=O)c2ccc(F)cc2)CC1	23%	-6%	-5%	?	-1%	0	.	-15
COc1ccc(CC(=O)NNC(=O)c2ccoc2C)cc1OC	8%	5%	3%	-21%	-6%	6	7%	-10
CNC(=S)Nc1cc(C(=O)N2CCCC2)ccc1N1CCCC1	5%	0%	2%	7%	7%	-10	-6%	0
CCc1ccc(-c2ccc(C(=O)Oc3ccc(Br)cc3)cc2)nc1	.	.	-4%	?	.	.	12%	5
c1ccc(-c2ccc3c(c2)NC(C2Nc4cc(-c5ccccc5)ccc4O2)O3)cc1 (stereo unspecified)	0%	7%	4%	11%	-24%	-3	-1%	1
CNC(=O)c1c(NC(=O)Cc2coc3ccc(OC)cc23)sc2c1CCCC2	.	.	-15%	19%	.	.	39%	5
COc1ccc(CN2C(=O)c3ccccc3C2=O)cc1	2%	13%	7%	?	-18%	-6	2%	-1

A section of the results above:
SMILES	EPAC2 ag	aSyn rescue	Abeta rescue	TDP43 rescue	EPAC2 antagonist	D3 antag	FUS yeast rescue	DRD3 agonist
O=C(C1=C(O)C(=O)N(CCN2CCOCC2)C1c1ccc(Br)cc1)c1cc2ccccc2o1 (stereo unspecified)	-6%	1%	2%	0%	-11%	-2	?	-4
CCC(C)(C)NC(=O)C(c1ccco1)N(C(=O)c1csnn1)c1cccc(F)c1 (stereo unspecified)	3%	0%	11%	-16%	-5%	-11	31%	21
COc1cc2nc(SCC(=O)Nc3ccccc3F)n3nc(-c4ccccc4)nc3c2cc1OC	.	.	-6%	11%	.	.	-20%	-4

Carrying on.
SMILES	EPAC2 ag	aSyn rescue	Abeta rescue	TDP43 rescue	EPAC2 antagonist	D3 antag	FUS yeast rescue	DRD3 agonist
CC(C)CC1(C)NC(=O)N(CC(=O)Nc2cccc(S(=O)(=O)N(C)c3ccccc3)c2)C1=O (stereo unspecified)	18%	-3%	-4%	-17%	-5%	-17	40%	-1
C=CCSc1nnc(NC(=O)CN2C(=O)NC3(CCCC3)C2=O)s1	15%	-6%	5%	-3%	-1%	-2	11%	4
CN(C)/N=C/C=C1\CC/C(=C\c2ccc(Br)cc2)C1=O	4%	10%	1%	32%	-3%	-12	36%	1
Nc1n[nH]c(-c2ccccc2[N+](=O)[O-])n1	3%	2%	?	28%	8%	3	.	2
CCOC(=O)N1CCN(C(=O)c2ccc(NS(=O)(=O)c3ccc(C)cc3)cc2)CC1	-3%	-1%	-8%	8%	4%	19	.	11
Nc1nnn(CC(=O)N/N=C/C=C/c2ccccc2)n1	4%	-9%	-5%	16%	0%	8	6%	1
Cc1ccc2nc(-c3ccc(NC(=O)C4CCCO4)cc3)[nH]c2c1 (stereo unspecified)	0%	-10%	-5%	-27%	3%	-13	22%	3
CCOC(=O)N1CCN(C(=O)C2CC(=O)N(c3ccc(C)cc3)C2)CC1 (stereo unspecified)	-2%	1%	-5%	-21%	3%	3	2%	-8
CC1CCN(C(=O)c2ccc3c(c2)C(=O)c2ccccc2-3)CC1	5%	-6%	8%	22%	-10%	-23	-44%	-1
O=C(Nc1ccc(C(F)(F)F)cc1)c1cc(S(=O)(=O)NC2CCCCCC2)ccc1F	.	.	?	?	.	.	36%	-4
O=C(/C=C/c1ccccc1)Nc1ccc(NC(=O)c2cccs2)cc1	-3%	-5%	-2%	-3%	3%	-21	3%	-17
CCOc1ccc(S(=O)(=O)N2CCN(CN3C(=O)CC4(CCCC4)C3=O)CC2)cc1	2%	-4%	-15%	1%	2%	-16	-2%	-16
O=C(NCc1ccc(Cl)cc1)C1CCN(S(=O)(=O)c2ccc(F)cc2)CC1	9%	0%	-2%&14%	-14%&0%	-5%	8	5%&-8%	-3&8
O=C(Nc1ccccc1N1CCN(c2ccc(F)cc2)CC1)C12CC3CC(CC(C3)C1)C2	11%	1%	-6%	12%	-1%	-23	-7%	2
COc1ccc(CNC(=O)c2ccc[nH]2)cc1	7%	-2%	-2%	3%	-7%	-18	0%	3

Entries of single compounds from above. Screens in order: EPAC2 ag | aSyn rescue | Abeta rescue | TDP43 rescue | EPAC2 antagonist | D3 antag | FUS yeast rescue | DRD3 agonist
Record of `CCOC(=O)N1CCN(C(=O)c2ccc(NS(=O)(=O)c3ccc(C)cc3)cc2)CC1` = -3% | -1% | -8% | 8% | 4% | 19 | . | 11
Record of `CCOc1ccc(S(=O)(=O)N2CCN(CN3C(=O)CC4(CCCC4)C3=O)CC2)cc1` = 2% | -4% | -15% | 1% | 2% | -16 | -2% | -16
Record of `Nc1nnn(CC(=O)N/N=C/C=C/c2ccccc2)n1` = 4% | -9% | -5% | 16% | 0% | 8 | 6% | 1
Record of `Cc1ccc2nc(-c3ccc(NC(=O)C4CCCO4)cc3)[nH]c2c1` (stereo unspecified) = 0% | -10% | -5% | -27% | 3% | -13 | 22% | 3
Record of `CC1CCN(C(=O)c2ccc3c(c2)C(=O)c2ccccc2-3)CC1` = 5% | -6% | 8% | 22% | -10% | -23 | -44% | -1

The listing picks up; the 2 compounds before the break are reprinted first.
SMILES	EPAC2 ag	aSyn rescue	Abeta rescue	TDP43 rescue	EPAC2 antagonist	D3 antag	FUS yeast rescue	DRD3 agonist
O=C(Nc1ccccc1N1CCN(c2ccc(F)cc2)CC1)C12CC3CC(CC(C3)C1)C2	11%	1%	-6%	12%	-1%	-23	-7%	2
COc1ccc(CNC(=O)c2ccc[nH]2)cc1	7%	-2%	-2%	3%	-7%	-18	0%	3
CC(NC(=O)Nc1ccccc1C(F)(F)F)c1c(-n2cccc2)sc2c1CCCC2 (stereo unspecified)	.	.	-13%	24%[9.22 µM]	.	.	-9%	-5
O=C(NNC1CC(=O)N(c2ccccc2)C1=O)c1cccnc1 (stereo unspecified)	1%	-2%	-3%	-18%	15%	6	-22%	17
CCOC(=O)C1CCN(C(=O)c2cc3c(=O)n4ccccc4nc3n2C)CC1	0%	-4%	3%	14%	6%	4	-10%	6
COc1ccc(N=Cc2nc(-c3ccco3)oc2O)cc1	9%	-7%	-10%	7.1µM*	2%	-52*	-15%	-21
Cc1c(Cl)cccc1NC(=S)N1CCOCC1	3%	4%	2%	9%	4%	1	-5%	9
Cc1cccc(Oc2ccc(S(=O)(=O)N3CCCCC3)cc2NC(=O)C2=COCCO2)c1	4%	-6%	-14%	-20%	1%	-22	28µM*	-4
Cc1ccc(-c2c(NC(=O)C(C)C)n(C)c3ccccc3c2=O)cc1	22%	-4%	-6%	-3%	7%	-12	23%	-25
CN(/N=C/c1c[nH]c2ccccc12)c1cnn(-c2ccc(F)c(Cl)c2)c(=O)c1Cl	-45%[inhibitor]	-1%	-7%	-6%	22%[57.1 µM]	-8	23%	-9
CC1CN(C(=O)/C=C/c2ccc([N+](=O)[O-])s2)CC(C)O1 (stereo unspecified)	5%	3%	-17%	-6%[9.22 µM]	-5%	-8	24%	1
